High-throughput results (PubChem)
PI5P4K alpha inh = PI5P4K alpha (human) kinase inhibition; PI5P4Kalpha enzyme, ADP-Glo luminescence, 60 min; hits give low values; 330,000 tested, 1.2% active; max response, %; P48426; active = max response of -50% or lower; inconclusive = between -30% and -50%; inactive = -30% or higher; also: value at the top dose of about 77 µM; % is scaled to controls: 0 for no effect and ±100 for the full control effect
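PI5P4Kalpha ADP-Glo assay; 5 microM ATP final; 60 min RT reaction; HEPES pH 7.4/EGTA/CHAPS, 5% DMSO; controls lacking substrate or enzyme; luminescent end-point.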
PLK1 PBD inh = PLK1 (human) polo-box domain binding inhibition. Potency, µM, for inactives: max response, negative = inhibition, most hits filed as inhibitors. Plk1 PBD binding of FITC phosphopeptide, fluorescence polarization. 360,000 tested, 2.8% active; also: potency is read from the fitted curve at half-maximal effect; series mostly up to about 57 µM; % is scaled to controls: 0 for no effect and ±100 for the full control effect; nearly all actives have a fitted effect of over 65% in size
Target sequence (P53350 whole entry, looked up, the tested form may be a part): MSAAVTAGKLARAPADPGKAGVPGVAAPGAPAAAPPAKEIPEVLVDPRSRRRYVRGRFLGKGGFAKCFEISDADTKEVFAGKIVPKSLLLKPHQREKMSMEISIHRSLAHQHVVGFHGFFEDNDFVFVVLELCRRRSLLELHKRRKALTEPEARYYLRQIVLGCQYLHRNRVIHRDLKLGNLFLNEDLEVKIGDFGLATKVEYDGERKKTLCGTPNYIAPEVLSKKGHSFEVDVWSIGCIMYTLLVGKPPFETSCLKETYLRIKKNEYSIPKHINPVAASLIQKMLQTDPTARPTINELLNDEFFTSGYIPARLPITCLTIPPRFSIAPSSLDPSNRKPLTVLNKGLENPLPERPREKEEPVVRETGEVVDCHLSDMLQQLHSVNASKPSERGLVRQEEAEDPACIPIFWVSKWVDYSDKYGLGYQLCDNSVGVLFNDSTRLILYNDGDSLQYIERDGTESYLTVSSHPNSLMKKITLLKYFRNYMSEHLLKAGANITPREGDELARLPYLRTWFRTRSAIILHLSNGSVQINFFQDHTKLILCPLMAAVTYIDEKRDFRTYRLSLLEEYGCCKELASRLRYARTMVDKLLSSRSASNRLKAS
GLP1R inv ag = acts as inverse agonist at human GLP-1 receptor | HEK293 GLP-1R CRE-luciferase, luminescence, 24 h; GLP-1R form is constitutively active | Potency, µM (titrated, usually from 38.3 µM), without a hit: top-dose activity change, negative = inhibition, most hits filed as inhibitors | 410,000 tested, 1.6% active | AID 624417; also: potency is read from the fitted curve at half-maximal effect; % is scaled to controls: 0 for no effect and ±100 for the full control effect; nearly all actives have a fitted effect of over 55% in size
Target sequence (P43220 whole entry, looked up): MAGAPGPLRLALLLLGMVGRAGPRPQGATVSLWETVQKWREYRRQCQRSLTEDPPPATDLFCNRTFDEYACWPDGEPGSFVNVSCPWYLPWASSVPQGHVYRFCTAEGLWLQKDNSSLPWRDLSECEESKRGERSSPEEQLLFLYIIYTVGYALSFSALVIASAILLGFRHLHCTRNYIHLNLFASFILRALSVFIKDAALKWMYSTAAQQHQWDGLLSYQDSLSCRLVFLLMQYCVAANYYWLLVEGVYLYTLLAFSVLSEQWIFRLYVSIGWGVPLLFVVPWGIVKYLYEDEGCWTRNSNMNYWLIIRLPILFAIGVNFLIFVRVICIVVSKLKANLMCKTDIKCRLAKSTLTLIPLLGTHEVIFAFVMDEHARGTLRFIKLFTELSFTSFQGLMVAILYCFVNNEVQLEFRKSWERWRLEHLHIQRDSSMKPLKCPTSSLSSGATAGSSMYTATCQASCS
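Seeding at 200 cells/uL, 12 h culture, 24 hr compound treatment, then luciferase reagent and a luminescence read; cells are HEK293 stably expressing a constitutively active GLP-1R plus cAMP-responsive luciferase.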
GLP1R ag = activates the human GLP-1 receptor. AID 624172. P43220. HEK293 GLP-1R CRE-luciferase, luminescence, 4-6 h; cells express a hypersensitive GLP-1R form. 380,000 tested, 0.007% active. Potency, µM (doses to about 45.6 µM), for inactives: at the top dose activation, hits mostly activators; also: potency is read from the fitted curve at half-maximal effect; % of control where 0% means no effect
IL2 activator = activators of IL-2; AID 652025; 360,000 tested, 0.065% active; activation, % (series mostly up to about 46 µM); IL-2 activation reporter assay, cell-based qHTS; stimulated with anti-CD3/CD4/CD28 beads; in transgenic mouse T cells; in the data active = activation above about 50%; inconclusive = mostly about 30% to 49%; also: 0% is about no effect
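Quantitative HTS in unstimulated transgenic mouse T cells, with memory T cells as non-tolerant control and PMA/ionomycin as tolerance-bypass control. Compound pretreatment lasted 60 minutes before 18 h bead stimulation; EGFP/DsRed fluorescence read.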
GLP1R cytotox = cytotoxic in the GLP-1 receptor inverse agonist counter-screen. HEK293 cAMP-luciferase reporter cells, luminescence, 24 h. Potency, µM (series often up to 38.3 µM), inactives show top-dose activity change, negative = inhibition, actives largely listed as inhibitors. 410,000 tested, 0.13% active. AID 624418;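 also: loss of luciferase light is scored as toxicity; potency is read from the fitted curve at half-maximal effect; % is scaled to controls: 0 for no effect and ±100 for the full control effect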
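Here, cytotoxicity is scored as loss of luminescence. The MLSMR collection was tested on cells seeded in medium containing 10% Nu serum, with a 24 hr compound exposure preceded by 12 hours of culture.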
EPAC1 antag = EPAC1 (human) antagonism; EPAC1 GEF assay, Rap1b-BODIPY-GDP exchange fluorescence; Potency, µM (highest dose often 115 µM), inactives show top-dose activity change, negative = inhibition, actives largely listed as inhibitors; 360,000 tested, 0.14% active; O95398;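 also: potency is read from the fitted curve at half-maximal effect; plate controls were vehicle for no effect and positive control for full effect; nearly all actives have a fitted effect of over 50% in size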
EPAC1 ag = activates human EPAC1 exchange factor; O95398; EPAC1 agonist qHTS, biochemical assay; response scale: 100% = response to 6.5 mM cAMP; Potency, µM (titrated, usually from 154 µM), inactives show at the top dose activation, actives largely listed as activators; 360,000 tested, 0.073% active; AID 720707; also: potency is read from the fitted curve at half-maximal effect; nearly all actives have a fitted effect of over 60% in size
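Fluorescent GDP-exchange assay: 100 nM EPAC1 with 250 nM Rap1B preloaded with BODIPY-GDP and 50 uM GDP; compounds tested as concentration series, 5 min at room temperature, then read every 5 min for 30 min (ex 480/em 540 nm); normalized to 6.5 mM cAMP.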
PTHR1 ag = agonists of human PTHR1 parathyroid hormone receptor | HEK293 GP2 PTHR1 cells, GloSensor cAMP luminescence, 1 h | Potency, µM (titrated, usually from 115 µM), without a hit: top-dose activation, actives largely listed as activators | 410,000 tested, 0.075% active | AID 743266; also: potency is read from the fitted curve at half-maximal effect; nearly all actives have a fitted effect of over 55% in size; some results filed as inactive show a strong effect at the top dose; inactives centre near -15; many of its hits are not listed in these tables
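HEK-293-derived GP2 cells expressing PTHR1 and a GloSensor cAMP reporter, 3,000/well, plated overnight, given luciferin plus IBMX (each 0.5 mM as added) for 1 h at 37 °C, then compound for 1 h at 37 °C. Luminescence was read after 15 min at room temperature.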
* hit, by the source's call; i = inactive; ? = inconclusive; nt = no result given; [ ] = another dose, or the depositor's remark. Unless noted, calls follow the shape of the dose curve; as a rule, active = well fitted curve in the direction sought with a large enough effect; inconclusive = small, poorly fitted or top-dose-only effect, or another doubt; inactive = no such curve, though single readings can be large; an effect the other way counts as inactive or inconclusive.

SMILES	PI5P4K alpha inh	PLK1 PBD inh	GLP1R inv ag	GLP1R ag	IL2 activator	GLP1R cytotox	EPAC1 antag	EPAC1 ag	PTHR1 ag
COc1cc(-c2nc3cnccn3c2Nc2c(C)cccc2C)ccc1O	nt	-7%	83%[activator]	10%	1.7	12%	-1%	10%	i
O=C(c1ccc(CSc2ccc(Cl)cc2)o1)N1CCOCC1	-3	-21%	-16%	21%	-0.7	3%	-9%	5%	-23%
Cc1nn2c(CN(C(=O)c3ccco3)c3ccccc3)nnc2c2ccccc12	-1	-8%	-2%	4%	-4.6	-4%	-27%	-11%	i
C/C(=N\N=C\c1ccc(N(C)C)cc1)c1cccc([N+](=O)[O-])c1	-2	-14%	21%	2%	0.1	21%	-16%	15%	-14%
O=c1c(-c2ccc(O)cc2)coc2c([C@@H]3O[C@H](CO)[C@@H](O)[C@H](O)[C@H]3O)c(O)ccc12	0	1%	4%	-1%	0.1	1%	-18%	-7%	-9%
Brc1cnc(N2CCCCC2)nc1N1CCOCC1	1	-4%	?	15%	-0.5	2%	-7%	10%	-38%[inhibitor][57.5 µM]
CCOc1ccc(N2C(=O)CC(SC(=NC)Nc3cccc(F)c3)C2=O)cc1 (stereo not given)	4	-4%	?	4%	0.5	2%	16%	-9%	i
COC(=O)c1cc(C)sc1NC(=O)CC1Nc2ccccc2NC1=O (stereo not given)	-7	-16%	-2%	2%	3.5	9%	-19%	9%	i
COc1cccc(NC(=O)CN(Cc2ccccc2)S(C)(=O)=O)c1	4	-5%	0%	-2%	-0.1	-3%	-1%	-2%	i
Cc1ccccc1C(=O)Nc1nc(-c2cccnc2)cs1	-20	-20%	17%	-4%	-0.3	4%	-4%	-5%	-21%
Clc1ccc(COn2c(-c3ccc(Cl)cc3Cl)nc3ncccc32)cc1	-2	-2%	10µM*	-4%	-0.2	-26%	6%	7%	i
O=C1CS(=O)(=O)N(Cc2ccc(F)cc2)c2ccccc21	-4	-11%	-23%	-4%	1.4	2%	3%	-18%	-33%[inhibitor]
O=C(NC(=S)Nc1ccccc1N1CCCC1)c1ccc(-c2cccc([N+](=O)[O-])c2)o1	nt	?	?	5%	-2.5	-19%	-8%	6%	i
O=C(Cc1ccc(N2CCNC2=O)cc1)N1CCCC(Nc2cccc(F)c2)C1 (stereo not given)	4	-9%	?	12%	-0.6	-19%	-8%	11%	-10%
CN(Cc1ccccc1)CC1CCCN(CCc2ccccc2F)C1 (stereo not given)	-5	-17%	?	0%	-1.7	-7%	18%	5%	i
CC(C)(C)C(=O)Nc1ccc(C(=O)CN2C(=O)NC3(CCOc4ccccc43)C2=O)cc1 (stereo not given)	-6	8%	?	-8%	1.7	-17%	-11%	-5%	-11%
COc1ccc(-c2sc3ccc(N4CCOCC4)cc3c2C#Cc2ccsc2)cc1	5	-8%	-7%	1%	1.0	-8%	-10%	-8%	3%
CCCc1cc(=O)oc2cc(C)cc(OCC(=O)NC(Cc3ccc(Cl)cc3)C(=O)O)c12 (stereo not given)	2	-13%	-23%	-3%	-0.3	-5%	-12%	-14%	11%
Cc1cn([C@H]2C[C@H](O)[C@@H](CCC(=O)NCCCn3ccnc3)O2)c(=O)[nH]c1=O	6	-4%	8%	13%	0.5	6%	0%	2%	-4%
Cc1ccc(S(=O)(=O)Nc2c(C)n(C)n(-c3ccccc3)c2=O)c(C)c1	6	6%	6%	0%	-0.7	9%	-27%	3%	i
COc1ccc(CN(C(=O)c2ccco2)C2CCS(=O)(=O)C2)cc1 (stereo not given)	6	1%	-11%	10%	-3.4	-16%	-9%	-8%	-44%
Cc1ccc(NC(=S)N(Cc2ccccc2)Cc2cccs2)c(C)c1	-2	-22%	-39%	10%	-3.0	14%	12%	8%	-1%
CCN1CCN(c2ncnc3c2cnn3-c2ccccc2)CC1	-3	-4%	-4%	-5%	-0.4	-9%	-6%	-10%	-13%
COc1ccc(-n2nc3c(N)n[nH]c3cc2=O)cc1	3	-20%	1%	17%	1.8	-8%	-8%	-5%	12%
Cc1oc(C(=O)O)cc1COc1cccc2cccnc12	-8	-9%	2%	-3%	-0.2	-6%	-9%	3%	i
CC(=O)c1sc(NC(=O)CN2C(=O)NC3(CCCC3)C2=O)nc1-c1ccccc1	-5	-10%	10%	4%	0.5	10%	-13%	-26%	i
CCOc1ccc(S(=O)(=O)NCCC(=O)N2CC(C)OC(C)C2)cc1 (stereo not given)	2	2%	-16%	6%	1.2	-7%	10%	-1%	i
Cc1ccccc1-c1cc2nc(NCc3ccc(N(C)C)cc3)n(C)c(=O)c2s1	32	1%	?	16%	-0.6	-8%	-13%	13%	-26%
Cn1c(=O)c2[nH]c(CN3CCCCC3)nc2n(C)c1=O	7	2%	3%	4%	-0.1	-8%	-9%	1%	-9%
COc1ccc(N2CCN(S(=O)(=O)c3cc(-c4cc(C)no4)ccc3C(C)C)CC2)cc1	-2	-3%	4%	-1%	0.2	5%	-24%	14%	i
C=CCn1cnc2c(nnn2-c2ccc(OC)c(OC)c2)c1=O	-4	4%	-12%[7.66 µM]	2%	0.8	0%[7.66 µM]	1%	6%	i
CC(=O)Oc1cc(C(=O)OCC(=O)N2CCc3ccccc3C2)cc(OC(C)=O)c1OC(C)=O	-13	?	-26%	3%	0.3	-6%	?	-5%	-15%
CNC(=O)C(NC(=O)Nc1ccc(C)cc1)C(C)(C)C (stereo not given)	7	-17%	1%	-2%	-0.5	3%	6%	4%	7%
Cc1noc(C)c1COC(=O)C1CCN(C(=O)c2ccc(Cl)cc2)CC1	-6	-5%	?	7%	-5.8	?	-2%	1%	-29%
O=C(COc1ccc(Cl)cc1)Nc1cc2c3c(c1)CC(=O)N3CCC2	5	0%	19%	2%	2.0	-1%	-10%	-14%	-57%
O=C(NCc1cccc(C(F)(F)F)c1)C1CC(c2ccccc2F)=NO1 (stereo not given)	1	1%	-30%	39%	-0.2	-14%	-4%	-11%	-22%
COc1ccc(NC(=S)NNC(=O)c2nnn(-c3ccccc3)c2C)cc1	-5	-4%	7%	-31%[inhibitor]	0.1	0%	8%	-6%	-5%
CCNc1nc(NCC)nc(OCCNS(=O)(=O)c2cc(C)ccc2C)n1	0	2%	4%	11%	-4.3	-5%	1%	-9%	i
COc1cc(CN2CCN(C(=O)CC(C)C)CC2)cc(OC)c1O	nt	-7%	-2%	10%	-0.6	-7%	7%	-1%	-1%[57.5 µM]
O=C(NNC(=S)NC(=O)c1ccco1)c1ccc(F)cc1	-6	-11%	-1%	0%	-2.9	4%	-6%	10%	-9%
Cc1cccc(C)c1NC(=O)CN(C)C(=O)c1ccccc1Sc1ccccc1C#N	3	-15%	?	1%	-0.4	-12%	3%	7%	-21%
O=C(NCCC(=O)N(CCc1ccccc1)Cc1ccccc1)c1ccc([N+](=O)[O-])cc1	11	-1%	?	-2%	-0.6	0%	-15%	5%	i
CN(C)C(=O)c1cc(C(=O)c2ccccc2F)c[nH]1	0	-2%	12%	0%	0.1	7%	6%	11%	-7%
COc1ccc(NC(=O)C2CCCN(S(=O)(=O)c3ccc(Cl)cc3)C2)cc1OC (stereo not given)	-3	-2%	-3%	6%	3.1	-19%	12%	-11%	-7%
CC1CCCN(CCCNC(=O)c2ccc(N3CCCC3=O)cc2)C1 (stereo not given)	5	-8%	2%	6%	-3.3	-5%	-10%	1%	i
CC(=O)Nc1ccc(NC(=O)COC(=O)CCc2nc3ccccc3s2)cc1	0	6%	7%	5%	-2.7	-1%	-11%	6%	i
C=CCn1c(=O)c(C(=O)Nc2ccc(C)cc2)c(O)c2ccccc21	-6	-3%	1%	0%	2.0	2%	4%	-4%	i
C=CC[C@H](CC(=O)NCCO)C(=O)N[C@H](COC(=O)[C@@H](CC=C)Cc1ccc(F)cc1)C(C)(C)C	1	-10%	?	-1%	0.9	11%	-1%	-16%	-14%
Cc1c(OCc2ccccc2)c(=O)ccn1Cc1ccc(Cl)cc1	18	0%	?	10%	-0.2	1%	-5%	10%	-56%[inhibitor][57.5 µM]
O=S(=O)(c1cnc[nH]1)N1CCN(c2ccc(F)cc2)CC1	5	?	2%	5%	-1.6	24%	-22%	-1%	8%
CCOc1cccc2cc(C(=O)NCc3ccc(F)cc3)c(=N)oc12	-2	-7%	18%	2%	-1.5	6%	7%	1%	-51%[inhibitor]
O=C(O)C1C(c2ccccc2)C(C(=O)OCc2ccco2)C1c1ccccc1 (stereo not given)	nt	-21%	0%	-6%	0.5	0%	-10%	1%	-5%[57.5 µM]
CCCn1c(OC)nc2c1c(=O)n(C)c(=O)n2C	1	2%	27%	2%	-0.3	-11%	1%	-6%	i

In a second layout: entries from further up.
| canonical_smiles | PI5P4K alpha inh | PLK1 PBD inh | GLP1R inv ag | GLP1R ag | IL2 activator | GLP1R cytotox | EPAC1 antag | EPAC1 ag | PTHR1 ag |
| --- | --- | --- | --- | --- | --- | --- | --- | --- | --- |
| Cc1c(OCc2ccccc2)c(=O)ccn1Cc1ccc(Cl)cc1 | 18 | 0% | ? | 10% | -0.2 | 1% | -5% | 10% | -56%[inhibitor][57.5 µM] |
| O=S(=O)(c1cnc[nH]1)N1CCN(c2ccc(F)cc2)CC1 | 5 | ? | 2% | 5% | -1.6 | 24% | -22% | -1% | 8% |
| CCOc1cccc2cc(C(=O)NCc3ccc(F)cc3)c(=N)oc12 | -2 | -7% | 18% | 2% | -1.5 | 6% | 7% | 1% | -51%[inhibitor] |
| O=C(O)C1C(c2ccccc2)C(C(=O)OCc2ccco2)C1c1ccccc1 (stereo not given) | nt | -21% | 0% | -6% | 0.5 | 0% | -10% | 1% | -5%[57.5 µM] |
| CCCn1c(OC)nc2c1c(=O)n(C)c(=O)n2C | 1 | 2% | 27% | 2% | -0.3 | -11% | 1% | -6% | i |

This is a subset. The share of hits here may be higher or lower than overall.
